# Source: PubChem
# GSIS activator = GLuc luminescence reporter in INS-1E cells, primary screen for activators of glucose-dependent secretion of insulin; activation, % at 16.6 µM; hit rate 0.61% among 370,000; INS-1E GLuc reporter insulin secretion, 2-3 h; AID 743287;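 active = lowest replicate activation of at least 40%, so every replicate reaches that level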;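 note: 0% = median of neutral control wells and 100% = median of IBMX positive control wells; some compounds called inactive have numbers as strong as hits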
# Xi reactivation = activators of X-chromosome reactivation in mouse fibroblasts; XiGFP mouse fibroblasts, % GFP-positive cells imaging, 3 d; cells co-treated with 5-aza-dC sensitizer; scaled so ellipticine positive control = 100%; activation, % at 7.58 µM; hit rate 0.055% among 360,000; AID 743238;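 active = mean normalized replicate activation at least 10% and every replicate at or above 10%; inconclusive = only one of the two criteria met; inactive = mean below 10% and not all replicates reach 10%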;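 note: 0% = median of on-plate neutral control wells and 100% = ellipticine 6 µM median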
#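 Material: XiGFP fibroblasts, SV40-immortalized. Buffer or medium: DMEM plus 5-aza-dC sensitizer. Compound: single concentration per compound, delivered by pin transfer. Times: 3 days compound exposure. Controls: ellipticine 6 µM.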
# Casp6 inh = inhibitors of human caspase-6; P55212; purified caspase-6, Z-VEID-R110 cleavage fluorescence; inhibition, % at 12.5 µM; hit rate 0.53% among 350,000;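 active = mean inhibition across replicates at least about 35%, with every replicate also reaching that limit, limit read from the data; inconclusive = only one of the two criteria met; inactive = neither criterion met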;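 note: 0% = median of neutral control wells and 100% = no fluorescence left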
# Target sequence (P55212 24-179 limits assumed): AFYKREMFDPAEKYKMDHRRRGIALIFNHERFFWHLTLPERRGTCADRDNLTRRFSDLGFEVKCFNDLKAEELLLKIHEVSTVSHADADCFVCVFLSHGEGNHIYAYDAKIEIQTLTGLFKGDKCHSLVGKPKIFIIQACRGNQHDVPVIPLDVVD
# Target sequence (P55212 194-293 limits assumed): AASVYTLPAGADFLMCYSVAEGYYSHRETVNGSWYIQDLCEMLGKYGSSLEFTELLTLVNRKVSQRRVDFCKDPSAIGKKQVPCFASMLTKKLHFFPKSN
# RAD54 inh = RAD54 (human) branch migration inhibition. hit rate 0.14% among 360,000. RAD54 Holliday junction branch migration, FAM/BHQ fluorescence. inhibition, % at 10.4 µM. Q92698;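 active = mean normalized replicate activity at least 40 and at least half of replicates scoring 40 or more; inconclusive = only one of the two criteria met; inactive = mean below 40 and under half of replicates reaching 40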;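 note: 0% = median of neutral control wells and 100% = median of positive control wells; inhibitors cause a drop in the FAM fluorescence signal; in these data hits start at about 50%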
# F508del corr = CFTR F508del correction in bronchial cells | CFBE cells, YFP halide quenching; stimulated with forskolin plus potentiator P3; % fluorescence drop versus neutral controls | hit rate 0.36% among 350,000 | activity (quench increase), % at 7.58 µM;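 active = mean added fluorescence quench of at least 8% versus neutral control, with both replicates also reaching 8%; inconclusive = only one of the mean or replicate conditions met; inactive = mean below 8% and not both replicates reaching 8%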;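 note: cells transiently co-express mutant CFTR-F508del with the halide-sensitive YFP; corrector assay measuring rescue of mutant channel to the surface after 24 h compound exposure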
# RAD52 anneal inh = RAD52 (human) annealing inhibition. hit rate 0.46% among 360,000. recombinant RAD52 DNA annealing, FRET fluorescence. inhibition, % at 18.7 µM. P43351;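 active = every replicate showing at least 50% inhibition; inconclusive = mean inhibition at least 50% but not in every replicate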
# DENV2 CPE = DENV2-induced cell death inhibition; DENV2-infected cells, cytopathic effect rescue, plate reader; CPE inhibition, % at 9.99 µM; hit rate 1.7% among 350,000; AID 651640; in the data active = CPE inhibition above about 20%, passing the limit was not always enough; inconclusive = no clear call, values can overlap the other calls; tested in BHK-21 cells;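 note: 0% = median of neutral control wells and 100% = median of positive control wells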
# E-selectin induc = induces E-selectin expression in human endothelial cells. P16581. hit rate 0.37% among 260,000. activation, % at 7.58 µM. AID 686992. HUVEC E-selectin immunofluorescence imaging; normalized: neutral wells 0, TNF-alpha wells 100;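 active = mean E-selectin-positive cell signal at least 10% of the positive control, reached in at least 60% of replicates, without over 20% cell loss; inconclusive = no rule given, readout overlaps actives, possibly toxicity-flagged; inactive = the rest, including those meeting only one limit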;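 note: in these data hits start at about 27%; measured in HUVEC primary endothelial cells; signal is the percent of cells scored E-selectin positive by PE staining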
# Target sequence (P16581 whole entry, looked up): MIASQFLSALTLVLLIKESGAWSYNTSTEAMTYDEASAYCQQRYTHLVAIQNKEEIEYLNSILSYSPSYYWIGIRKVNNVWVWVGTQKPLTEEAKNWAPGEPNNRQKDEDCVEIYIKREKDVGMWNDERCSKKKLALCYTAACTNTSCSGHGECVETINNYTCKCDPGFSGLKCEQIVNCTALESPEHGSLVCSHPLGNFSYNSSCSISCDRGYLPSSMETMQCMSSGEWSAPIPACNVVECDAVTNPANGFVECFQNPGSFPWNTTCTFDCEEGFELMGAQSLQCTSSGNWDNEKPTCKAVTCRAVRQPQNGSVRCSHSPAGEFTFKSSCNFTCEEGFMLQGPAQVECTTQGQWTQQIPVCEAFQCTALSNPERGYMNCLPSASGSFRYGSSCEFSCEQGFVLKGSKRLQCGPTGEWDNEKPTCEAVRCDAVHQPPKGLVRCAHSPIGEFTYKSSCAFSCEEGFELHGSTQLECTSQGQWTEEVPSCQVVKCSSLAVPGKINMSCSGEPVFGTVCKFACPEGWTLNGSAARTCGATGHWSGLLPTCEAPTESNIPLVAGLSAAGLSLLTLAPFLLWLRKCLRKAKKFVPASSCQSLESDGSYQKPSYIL
#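 Material: HUVEC primary endothelial cells; Amount: 3,000 cells per well; Dosing: single concentration; Medium: EGM-2 growth medium on 0.1% gelatin-coated wells; Read-out basis: percent E-selectin-positive cells; Signal: immunofluorescence imaging; Control set: TNF-alpha, DMSO.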
# Active calls of the source: *; ? = inconclusive; . = no result given.
compound	GSIS activator	Xi reactivation	Casp6 inh	RAD54 inh	F508del corr	RAD52 anneal inh	DENV2 CPE	E-selectin induc
COc1cc(C(=O)N(C)C2CCCN(Cc3ccccc3F)C2)cc(OC)c1OC (stereo not given)	-10	0.1	-1	0	1.2	-8	-2	-0.1
C[C@@H]1CN([C@@H](C)CO)C(=O)c2cc(NC(=O)c3ccccc3)ccc2O[C@@H](C)CCCCO[C@H]1CN(C)Cc1ccc(C(F)(F)F)cc1	-13	-0.4	1	3	2.5	-83	49*	-0.3
CCOC(=O)C(Cc1ccccc1)c1ccnc2nc(N)nn12 (stereo not given)	4	0.0	-4	.	1.8	-10	0	.
O=C(CSc1nnc(CNC(=O)c2ccccc2F)o1)NCC1CCCO1 (stereo not given)	5	.	-1	-14	.	-10	.	.
COc1ccc(NC(=O)NS(=O)(=O)c2ccc(C)cc2)cc1OC	-1	-0.1	5	-1	1.6	29	12	.
COC(=O)C1SCC2C(=O)N(Cc3ccc(Cl)c(Cl)c3)CC(=O)N21 (stereo not given)	-4	0.4	0	-8	1.8	-12	5	.
OCCOc1ccc(C2=NCCO2)cc1	11	.	0	-18	1.6	-12	2	.
CSc1nsc2nc(=O)c(/C=C3\C=Nc4ccccc43)c(N)n12	-16	-0.2	-1	-16	-0.5	-440	13	.
CC(=O)Nc1sc(N)nc1-c1ccccc1	3	0.3	-2	5	1.1	-63	-3	0.0
COc1ccc2c3c([nH]c2c1)[C@@H](CO)N(Cc1ccccc1)CC31CN(C(=O)NC(C)C)C1	-3	0.3	.	.	1.9	-43	8	0.2
CCCCC(=O)Nc1nnc(S(=O)(=O)N(C)Cc2ccco2)s1	4	0.0	2	-3	2.0	-9	-2	5.7
C[C@H](CO)N1C[C@H](C)[C@H](CN(C)CC2CC2)Oc2ccc(NC(=O)Nc3cccc4ccccc34)cc2CC1=O	-10	-1.1	0	.	-1.1	-11	2	-0.1
CC(OC(=O)c1cccnc1Cl)C(=O)NCc1ccccc1 (stereo not given)	18	0.4	2	-4	0.4	-3	9	-1.5
CCOC(=O)C1CC2CC(C1)CN(C(=O)C1CCCCC1)C2 (stereo not given)	-8	-0.7	3	.	-1.7	-2	-2	3.2
CCOC(=O)c1nc(NCc2ccccc2F)c2ccccc2n1	14	0.0	-3	.	0.7	-15	-2	-0.2
Cc1c(C(=O)Nc2nc3ccccc3[nH]2)oc2c(Cl)cccc12	2	0.1	2	-5	2.9	-19	1	.
CN(C)CCOc1ccc(-c2c(-c3ccccc3)sc3ccccc23)cc1	446*	0.0	-4	5	-2.2	-23	13	.
CNC(=O)COC(=O)c1ccc(Cl)c(S(=O)(=O)N2CCCC2)c1	-1	0.0	12	.	0.9	0	-2	.
Cc1cnc(C(=O)N(c2ccccc2)C(c2ccccc2)c2nc3ccccc3[nH]2)cn1 (stereo not given)	-16	0.1	0	-18	0.6	-28	?	.
O=C(c1ccc2c(c1)OCO2)N1CC(=O)N2[C@H](C1)[C@H](c1ccc(C#Cc3ccccc3)cc1)[C@@H]2CO	8	0.1	-1	.	1.0	13	50*	-0.5
O=C(COC(=O)c1cc(Cl)ccc1O)NNC(=O)c1ccc([N+](=O)[O-])cc1	-11	-0.1	0	-2	-10	-4	-14	.
CC(C)CCNC(=O)NC(=O)COC(=O)C1CCN(S(=O)(=O)c2ccccc2F)CC1	3	-0.1	.	3	.	.	.	0.1
CC(C)(C)c1cc2nc3c(c(=O)n2[nH]1)CN(Cc1ccccc1)C3=O	-15	0.0	0	-2	-1.6	-15	2	12
CO[C@H]1CN(C)C(=O)c2cc(NS(C)(=O)=O)ccc2OC[C@H](C)N(C(=O)C2CCCC2)C[C@@H]1C	8	0.1	-2	7	-0.1	-3	2	0.1
COc1ccc(S(=O)(=O)N(C)C[C@H]2Oc3ccc(NC(=O)NC4CCCCC4)cc3CC(=O)N([C@@H](C)CO)C[C@@H]2C)cc1	-10	-0.2	4	3	1.4	-1	17	-0.1
O=C1CC(c2ccccc2)c2ccccc21 (stereo not given)	18	0.0	-6	.	-2.3	-15	-2	.
N#Cc1c(/N=C/c2ccc(-c3ccc(C(=O)O)c(Cl)c3)o2)sc2c1CCCC2	.	0.0	28	-13	-1.0	-22	-3	0.3
O=C1OC(c2ccc(Br)cc2)=N/C1=C\c1ccco1	-4	0.4	21	-10	-0.8	-12	.	.
CCCN(CCC)S(=O)(=O)c1cccc(-c2csc(C)n2)c1	-21	-0.2	-2	-1	-2.7	-11	.	-0.9
C[C@H]1CN([C@@H](C)CO)C(=O)c2cc(-c3ccncc3)cnc2O[C@H]1CN(C)C(=O)Nc1ccc2c(c1)OCO2	7	0.4	-5	-6	1.1	-8	-6	0.0
N#C/C(=C(/O)COC(=O)CSc1ccc(Cl)cc1)c1nc2ccccc2[nH]1	.	0.2	-1	.	-1.0	-23	8	.
CCS(=O)(=O)Nc1ccc2c(c1)C(=O)N(C)C[C@H](OC)[C@H](C)CN(C(=O)COC)[C@H](C)CO2	4	0.2	.	.	0.0	.	.	-0.1
O=C(COc1ccc(NC(=O)c2ccccc2)cc1)c1ccccc1	-9	0.0	2	-6	-1.8	-6	12	-0.5
Cc1ccc(NC(=O)CN2CCN(C(=O)C3CCCO3)CC2)c(C)c1 (stereo not given)	-4	0.0	-1	-3	-2.8	-7	-6	0.5
COc1ccc(NC2CCCN(C(=O)CSc3ccccc3)C2)cc1OC (stereo not given)	6	-0.1	5	-4	4.8	-14	17	1.3
O=C(COc1ccc2cc(Br)ccc2c1)N1CCOCC1	-7	-0.2	0	14	-1.4	-11	-2	.
CCN1CCN(C(=O)c2ccc(S(=O)(=O)Nc3ccccc3)cc2)CC1	10	0.0	-19	0	-0.1	-3	-1	-0.2
C=CCNC(=O)c1ccc(-n2cccc2)cc1	-7	0.1	1	-3	6.6	-6	-2	.
CC(=O)N1[C@@H]2CN(C(=O)c3ccc(F)cc3)c3ccccc3[C@@H]2[C@@H]1CO	-5	0.0	.	3	1.8	.	.	-0.1
COc1ccc2[nH]c(C(=O)NCc3ccccc3)c(C)c2c1	-11	0.1	2	2	2.5	3	-1	0.1
C[C@H](CO)N1C[C@H](C)[C@H](CN(C)Cc2ccccc2)Oc2ncc(C#Cc3ccccn3)cc2C1=O	1	-1.4	.	.	-2.9	.	.	0.1
CCCC#Cc1cnc2c(c1)C(=O)N([C@H](C)CO)C[C@H](C)[C@H](CN(C)C(=O)c1cccc(F)c1)O2	12	0.3	-2	4	2.5	-5	-1	0.1
CCNC(=O)C1(C)CCN(Cc2csc(-c3ccccc3)n2)C1 (stereo not given)	3	0.1	-1	5	2.0	-9	-7	-0.1
Cc1cc(OCC(=O)OCC(=O)N2CCc3ccccc32)ccc1Cl	0	0.3	2	-7	-2.3	-20	-1	1.4
CCN(CC)C(=O)c1[nH]cnc1C(=O)Nc1ccccc1F	10	0.2	1	-6	-2.2	-11	0	.
O=C1NC(=O)N(Cc2ccccc2)CC1Br (stereo not given)	-4	0.0	0	-2	-0.3	-23	0	-0.6
CNC(=S)N/N=C/c1c2ccccc2c(Cl)c2ccccc12	7	0.7	2	-5	-0.6	-20	1	0.5
O=C(CCSc1ccccc1)Nc1nnc(-c2cccs2)o1	.	0.1	1	-2	1.7	10	0	4.2
CC1=Nc2cc(C(=O)O)ccc2Sc2c(C)ccc(C)c21	2	0.3	7	.	1.1	-13	-3	0.1
CC1(C(=O)NS(=O)(=O)c2ccccc2Cl)CCN1C(=O)Cc1cc(F)ccc1F (stereo not given)	3	0.3	-2	13	-2.4	-8	-1	-0.4

# Additional compounds:
compound	GSIS activator	Xi reactivation	Casp6 inh	RAD54 inh	F508del corr	RAD52 anneal inh	DENV2 CPE	E-selectin induc
C[C@@H]1CCCCO[C@H](CN(C)C(=O)CCC(F)(F)F)[C@@H](C)CN([C@H](C)CO)C(=O)c2cc(NS(C)(=O)=O)ccc2O1	2	-0.9	0	-2	2.6	-9	3	-0.1
CO[C@H]1CN(C)C(=O)c2ccc(NS(=O)(=O)c3cccc(F)c3)cc2OC[C@@H](C)N(Cc2cc(F)ccc2F)C[C@@H]1C	-35	0.0	0	-12	1.3	-3	-8	0.0
CCc1cnc(N2[C@H](C#N)[C@H](c3ccc(-c4cccc(F)c4)cc3)[C@H]2CO)s1	0	0.1	-1	-8	1.1	7	12	-0.3
COCc1cc(C)nc(SCc2ccc(Cl)cc2)c1C#N	15	0.0	1	9	0.6	-21	5	0.5
COc1ccc(NC(=O)O[C@@H](c2ccc(OCCO)cc2)[C@@H](C)CCO)cc1	.	.	4	-11	-0.9	2	-7	.
CCOCCOC(=O)Cn1cnc2scc(-c3ccc(C)cc3)c2c1=O	-5	0.0	1	0	-11	-9	-2	.
Cc1ccccc1NC(=O)CCCCC(=O)Nc1ccccc1C	-6	0.0	-2	-15	-3.6	-6	-4	.
Cc1oc(-c2ccccc2F)nc1CS(=O)(=O)CC(=O)NCCN1CCCC1	-8	0.0	-15	-9	3.2	-23	?	-0.2
c1ccc(-n2cc(CN3CCCC(CN4CCCC4)C3)c(-c3ccc4c(c3)OCO4)n2)cc1 (stereo not given)	3	0.0	-33	7	.	-5	2	0.1
O=C(Nc1cnn(Cc2ccc(Cl)cc2Cl)c1)c1noc2c1CCCC2	.	0.0	-1	5	2.9	-10	-3	-1.3
Cc1cc(OCC(=O)Nc2ccncc2)ccc1[N+](=O)[O-]	6	-0.1	6	-14	-3.8	1	-5	?
Cc1noc(C)c1S(=O)(=O)Nc1ccc2c(c1)C(=O)N([C@H](C)CO)C[C@@H](C)[C@H](CN(C)S(=O)(=O)c1cn(C)cn1)O2	2	-0.1	1	3	1.6	-5	-5	0.4
CN1CCCC1=Nc1c2c(nc3ccccc13)N(C)CC2	15	0.0	1	.	0.0	-11	.	.
O=C(CCCCCN1C(=O)c2ccccc2C1=O)Nc1cccc(O)c1	-1	0.0	-1	-2	1.5	-12	-5	0.1
Cn1c(=O)ccc2ccccc21	.	.	-4	-2	-1.2	1	-8	.
COc1ccc2c3c(n(C)c2c1)[C@@H](CO)N(C(C)=O)CC31CCN(Cc2nccs2)CC1	20	0.2	.	.	0.1	.	-1	-0.2
Nc1cccnc1Oc1ccccc1F	.	0.1	10	-1	-0.3	-3	2	0.5
CCCCC1CCC(C(=O)Nc2ccccc2N2CCOCC2)CC1 (stereo not given)	-10	0.0	-1	-3	-3.0	-17	-2	0.3
O=C1Nc2ccccc2N=C(c2ccc3c(c2)OCO3)C1N(C(=O)c1ccnc2ccccc12)c1ccccc1 (stereo not given)	-12	-0.1	-2	-9	2.4	-16	6	-0.6
CCn1c(SCC(=O)NC2CCCCC2)nnc1-c1ccccn1	-5	0.0	-4	-5	0.8	-8	-1	-0.7
CSc1ccccc1C(=O)Nc1cccc(N(C)S(C)(=O)=O)c1	-5	.	-2	3	-1.4	-2	-3	.
